Screens as filed in PubChem.
ELG1 genotoxic – inducers of genotoxicity in HEK293T ELG1-luciferase cells; HEK293T ELG1-luciferase reporter, luminescence, 16 h; Potency, µM (highest dose often 46 µM), for inactives: at the highest dose activity change, positive = activation, most hits filed as activators; 330,000 tested, 1.3% active; also: % of control where 0% means no effect; nearly all actives have a fitted effect of over 60% in size
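Step 1: seed 2,000 HEK293T ELG1-luciferase cells per well. Step 2: add compound or DMSO, incubate 16 hr at 37 °C. Step 3: ONE-Glo, 30 min at room temperature, read luminescence.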
BRCA1 expr act – BRCA1 expression activation; Potency, µM (series often up to 46.1 µM), for inactives: top-dose activation, actives largely listed as activators; MCF7-BRCA1-FFLuc reporter, luminescence, 48 h; response scale: scaled: vehicle 0%, 10 µM genistein 100%; 380,000 tested, 1.1% active; also: nearly all actives have a fitted effect of over 80% in size; some results filed as inactive show a strong effect at the top dose
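Cells: MCF7-BRCA1-FFLuc, 2000/well. Exposure: 48 h, 37 °C, 5% CO2. Read: luminescence, 15 min post-substrate. Controls: genistein 10 microM (maximal activation), DMSO (neutral).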
p53 reactivation – re-activators of mutant p53 | Potency, µM (series often up to 92.2 µM), for inactives: top-dose activity change, positive = activation, hits mostly activators | H1299 p53-A138V BP100-luciferase reporter, luminescence, 24 h | 320,000 tested, 0.063% active; also: % of control where 0% means no effect; nearly all actives have a fitted effect of over 45% in size
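H1299 (p53-null), stable ts p53-A138V + BP100-Luc; 1000 cells/well, Opti-MEM/10% FBS; cpd 4 pt, 1:5; 24 h, 37 deg C, 5% CO2; detection reagent 10 min RT; luminescence.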
uPA surface inh – inhibitors of cell surface uPA generation | AID 540303 | cell surface uPA generation assay, qHTS | 330,000 tested, 0.31% active | Potency, µM (highest dose often 38.3 µM), for inactives: at the top dose activity change, negative = inhibition, usual class: inhibitors; active = well fitted inhibition curve with a large enough effect; inconclusive = small, poorly fitted or top-dose-only effect; inactive = no such curve, though single readings can be large or run the other way; tested in mouse RAW 264.7 cells; also: % is scaled to controls: 0 for no effect and ±100 for the full control effect; nearly all actives have a fitted effect of over 55% in size
RORgamma inh – blocks mouse ROR gamma transcriptional activity. Potency, µM (highest dose often 53.6 µM), for the others: top-dose activity change, negative = inhibition, hits mostly inhibitors. P51450. 310,000 tested, 5.4% active. Drosophila S2 Gal4-RORgamma UAS-luciferase reporter, 20 h. AID 2551; also: % is scaled to controls: 0 for no effect and ±100 for the full control effect; nearly all actives have a fitted effect of over 60% in size
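A Gal4/UAS one-hybrid system in insect cells: metallothionein-promoter Gal4–ROR gamma fusion plus Photinus luciferase reporter. Copper sulfate 700 uM final, 20 hr ambient incubation, luminescent detection after 10 min with reagent.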
NPC1 promoter act – activates the NPC1 promoter; Huh7 NPC1 promoter luciferase reporter, 24 h; Potency, µM (highest dose often 9.22 µM), without a hit: top-dose activation, usual class: activators; 320,000 tested, 2.4% active; AID 485313;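 also: % of control where 0% means no effect; nearly all actives have a fitted effect of over 60% in size; reporter is driven by a mutant NPC1 promoter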
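Huh7 cells stably carrying NPC1 promoter–luciferase, plated in Opti-MEM with 10% FBS for 2 h, were exposed to compound in DMSO for 24 h at 37 °C; luciferase reagent was added for 10 min and luminescence read.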
FLuc modulator – counter-screen for miR-21 project: firefly luciferase inhibitors or activators; P08659; purified FLuc, Km substrates, luminescence inhibition; Potency, µM (doses to about 57.5 µM), for inactives: at the top dose activity change, negative = inhibition, most hits filed as inhibitors; 360,000 tested, 6.9% active; AID 588342;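 also: plate controls were vehicle for no effect and reference inhibitor for full effect; nearly all actives have a fitted effect of over 55% in size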
Target sequence (P08659 whole entry, looked up): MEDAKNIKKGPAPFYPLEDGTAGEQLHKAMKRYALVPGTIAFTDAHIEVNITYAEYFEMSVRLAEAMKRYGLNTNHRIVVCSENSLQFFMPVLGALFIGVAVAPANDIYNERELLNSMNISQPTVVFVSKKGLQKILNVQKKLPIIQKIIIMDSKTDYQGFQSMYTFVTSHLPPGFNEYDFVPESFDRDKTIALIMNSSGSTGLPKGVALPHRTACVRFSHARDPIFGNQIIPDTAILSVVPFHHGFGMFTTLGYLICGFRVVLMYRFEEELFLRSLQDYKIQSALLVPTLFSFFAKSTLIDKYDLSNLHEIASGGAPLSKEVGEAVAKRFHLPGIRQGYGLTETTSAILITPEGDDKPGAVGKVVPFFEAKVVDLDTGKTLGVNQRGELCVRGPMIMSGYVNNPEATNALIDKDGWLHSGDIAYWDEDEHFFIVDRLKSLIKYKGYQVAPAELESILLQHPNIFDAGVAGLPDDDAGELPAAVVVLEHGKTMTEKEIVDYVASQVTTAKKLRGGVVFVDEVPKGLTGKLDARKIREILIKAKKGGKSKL
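Biochemical qHTS of compounds, final roughly 60 µM downward over six points, against 10 nM purified firefly luciferase using Km concentrations of substrates (10 uM D-luciferin, 10 uM ATP) in Tris acetate pH 7.5 buffer; luminescence output.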
Rab9 promoter act – activators of Rab9 promoter; 320,000 tested, 2.8% active; Huh7 Rab9 promoter-luciferase reporter, luminescence, 24 h; Potency, µM (top dose mostly 9.22 µM), for inactives: at the highest dose activation, negative = inhibition, actives largely listed as activators; also: % of control where 0% means no effect; nearly all actives have a fitted effect of over 60% in size
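Huh7 cells stably carrying a Rab9 promoter-luciferase reporter, 1500 cells per well in OP-MEM I with 10% FBS, treated with compound 24 hours at 37C. Luciferase activity read by luminescence after 10 minutes with Amplite reagent.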
VP16 counter – counter-screen for ROR gamma inhibitors: Gal4-VP16 reporter | Drosophila S2 Gal4-VP16 UAS-luciferase, luminescence, 20 h | Potency, µM (highest dose often 53.6 µM), inactives show at the top dose activity, negative = inhibition, hits mostly inhibitors | 310,000 tested, 3.5% active | AID 2546;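 also: Gal4-VP16 expression switched on by copper sulfate through the metallothionein promoter; % is scaled to controls: 0 for no effect and ±100 for the full control effect; nearly all actives have a fitted effect of over 50% in size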
MBNL1-CUG inh – blocks human MBNL1 binding to CUG repeat RNA; Q9NR56; TR-FRET MBNL1-His/biotin-(CUG)12 binding, 665/545 ratio; Potency, µM (doses to about 57.5 µM), for inactives: at the top dose activity change, negative = inhibition, most hits filed as inhibitors; 280,000 tested, 0.036% active; AID 2675; active = well fitted inhibition curve with a large enough effect in the signal ratio, with a control signal flat, not every such curve was filed as active; inconclusive = small, poorly fitted or top-dose-only effect, or effect the other way, or a change in a side signal; inactive = no such curve, though single readings can be large or run the other way; the % refers to the signal ratio; also: % is scaled to controls: 0 for no effect and ±100 for the full control effect
Target sequence (Q9NR56 whole entry, looked up): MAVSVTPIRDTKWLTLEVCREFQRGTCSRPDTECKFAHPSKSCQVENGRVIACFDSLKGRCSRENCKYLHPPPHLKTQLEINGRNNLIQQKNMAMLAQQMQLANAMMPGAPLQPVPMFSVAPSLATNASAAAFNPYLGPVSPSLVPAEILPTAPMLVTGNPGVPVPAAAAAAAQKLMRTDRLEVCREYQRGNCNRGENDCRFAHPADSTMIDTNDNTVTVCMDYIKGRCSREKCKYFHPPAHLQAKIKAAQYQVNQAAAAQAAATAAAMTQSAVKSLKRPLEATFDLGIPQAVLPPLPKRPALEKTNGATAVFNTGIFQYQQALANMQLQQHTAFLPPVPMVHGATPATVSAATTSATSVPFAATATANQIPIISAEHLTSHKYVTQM
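Ratiometric TR-FRET (665 over 545 nm, excitation 340 nm) tracks disruption of MBNL1-His/biotin-(CUG)12 complex after 60 min at room temperature, with compounds at 92 nM to 58 uM final.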
Numbers without * were called inactive; ? = inconclusive; nt = no result given; & = joins results of further samples; ! = repeats disagree; [ ] = remark or other dose. Unless noted, calls follow the shape of the dose curve; as a rule, active = well fitted curve in the direction sought with a large enough effect; inconclusive = small, poorly fitted or top-dose-only effect, or another doubt; inactive = no such curve, though single readings can be large; an effect the other way counts as inactive or inconclusive. Potency is read from the fitted curve at half-maximal effect. The list is partial, so the mix of outcomes need not match the whole.

The opening 2 records, ahead of the listing:
Below each SMILES – ELG1 genotoxic	VP16 counter	BRCA1 expr act	MBNL1-CUG inh	NPC1 promoter act	Rab9 promoter act	FLuc modulator	p53 reactivation	uPA surface inh	RORgamma inh
c1csc(-c2nnc(COc3ccc4c(c3)OCO4)o2)c1
    17.5%	24.1%	?	-1.1%	27.6%	?	19µM*	4.6%	-1.8%	7.6%
C[N+](C)(C)CC(=O)Nc1ccc(Cl)cc1C(=O)c1ccccc1
    -1.2%	-0.6%	-1.1%	-9.5%	1.1%	-2.1%	5.0%	-2.0%	4.2%	-25.1%

Main list, from the start:
Below each SMILES – ELG1 genotoxic	VP16 counter	BRCA1 expr act	MBNL1-CUG inh	NPC1 promoter act	Rab9 promoter act	FLuc modulator	p53 reactivation	uPA surface inh	RORgamma inh
c1csc(-c2nnc(COc3ccc4c(c3)OCO4)o2)c1
    17.5%	24.1%	?	-1.1%	27.6%	?	19µM*	4.6%	-1.8%	7.6%
C[N+](C)(C)CC(=O)Nc1ccc(Cl)cc1C(=O)c1ccccc1
    -1.2%	-0.6%	-1.1%	-9.5%	1.1%	-2.1%	5.0%	-2.0%	4.2%	-25.1%
COCCN1C(=O)/C(=C/c2c(OC)cc(OC)cc2OC)C(=O)N(c2ccccc2)C1=O
    0.5%	3.5%	6.8%	-13.2%	-5.1%	-2.3%	-9.4%	0.4%	-3.2%	13.6%
O=C(N=Nc1c(O)[nH]c(=O)[nH]c1=O)C1COc2ccccc2O1 (centres undefined)
    2.6%	11.0%	-13.3%	nt	9.9%	-1.4%	0.5%	1.2%	1.1%	-9.0%
COc1ccc(CN2CCN(Cc3ccccc3OC)CC2)cc1
    -5.2%	10.9%	-16.4%	-4.2%	-7.3%	-3.9%	-1.9%	-2.0%	6.4%	25.2%
CCCC(=O)c1c(O)[nH]c(=O)[nH]c1=O
    0.7%	6.7%	5.4%	-9.1%	-2.3%	1.7%	-0.9%	0.6%	nt	-29.6%
CSc1ncc(CN2CCCC(C(=O)c3cccc(Cl)c3)C2)cn1 (centres undefined)
    -5.0%	-4.6%	0.0%	-11.5%	-2.3%	6.2%	-0.6%	-2.7%	-0.6%	41.4%
CN1C(=O)C(=Cc2ccc(OCC(=O)Nc3ccccc3)cc2)C(=O)N(C)C1=O
    ?	16.6%	nt	-0.2%	1.4%	0.9%	?	?	-7.8%	16.1%
O=C(O)C1C(C(=O)O)C2(Cl)C(Cl)=C(Cl)C1(Cl)C2(Cl)Cl (centres undefined)
    1.1%	2.5%	12.0%	nt	-2.6%	-4.1%	1.5%	-2.0%	-0.2%	-6.1%
COc1ccc(OCC(=O)N2CCN(C/C=C/c3ccccc3)CC2)cc1
    -7.8%	-0.9%	-22.4%	-2.6%	-8.9%	-1.6%	6.4%	5.7%	-12.1%	-2.2%
CCOP(=O)(OCC)C1(O)C(=O)Nc2ccc(Br)cc21 (centres undefined)
    -4.1%	?	-57.3%	-9.0%	0.7%	15.5%	0.5%	6.5%	-2.4%	-24.3%
O=C(c1ccco1)c1cn(Cc2ccc(Cl)cc2)c2ccccc12
    4.7%	-10.0%	-34.7%	8.1%	1.7%	-0.6%	?	4.9%	-10.9%	5.3%
COC(=O)C1=C(c2cccc(OCc3ccccc3)c2)C[C@@H]2CC[C@H]1N2C(=O)NCc1ccc(OC)cc1
    -4.3%	nt	-58.7%	nt	-4.7%	-5.1%	3.2%	-3.2%	?	nt
COc1ccccc1OCCCn1cc(C=O)c2ccccc21
    -1.4%	0.002µM*	60.2%	-1.4%	?	0.501µM*	?	-3.5%	-4.7%	?
Cc1cc(OC(=O)CCNC(=O)OC(C)(C)C)c2c3c(c(=O)oc2c1)CCC3
    -9.6%	?	-28.1%	25.5%	-0.1%	0.8%	8.6%	4.9%	nt	?
Cc1ccccc1-n1c(C)nc2ccccc2c1=O
    0.7%	-15.9%	4.2%	-12.6%	-0.3%	-5.2%	0.2%	-4.0%	1.5%	41.4%
COC(=O)C1=C(c2ccc(OCc3ccccc3)cc2)C[C@@H]2CC[C@H]1N2C(=O)NCc1cccc(OC)c1
    -2.8%	nt	-54.9%	nt	-2.0%	-3.2%	4.2%	-9.2%	?	nt
COc1ccccc1C1=NOC(COC(=O)c2ccc([N+](=O)[O-])cc2)C1 (centres undefined)
    -0.7%	7.0%	-3.0%	?	-5.2%	0.8%	1.1%	6.4%	0.4%	-22.6%
COC(=O)C1=C(c2ccc(OC)c(OC)c2)C[C@@H]2CC[C@H]1N2C(=O)N1CCCCC1
    0.6%	nt	-8.4%	nt	-3.9%	-9.5%	0.2%	?	19.4%	nt
CNC(=O)N(C)c1ccc(C(O)(C(=O)OC)C(F)(F)F)cc1 (centres undefined)
    -10.7%	4.0%	9.5%	3.6%	1.3%	-4.2%	5.2%	-1.5%	3.6%	6.8%
Cc1ccc2c(c1)CNc1ccccc1O2
    0.1%	9.3%	47.8%	12.9%	-0.7%	10.4%	?	11.5%	1.8%	?
COc1ccc(C2c3c(nc(C)[nH]c3=O)Oc3c2c(=O)oc2ccccc32)cc1 (centres undefined)
    1.0%	2.2%	-4.0%	-9.6%	-1.5%	0.4%	-1.1%	-6.5%	2.9%	-16.7%
CCOP(=O)(OCC)C(NC(=O)C(C)C)C(Cl)(Cl)Cl (centres undefined)
    0.4%	-0.6%	7.4%	2.6%	3.2%	0.1%	2.3%	-1.7%	1.0%	26.5%
O=c1c2ccccc2nc(-c2ccoc2)n1-c1ccccc1Cl
    -4.2%	8.7%	-55.6%	8.0%	-2.4%	-7.2%	5.6%	-5.1%	nt	1.5%
CC(=NCCN(C)C)c1c(O)n(Cc2ccccc2)c(=O)[nH]c1=O
    0.4%	-14.6%	-36.7%	nt	-0.9%	-1.5%	1.0%	1.9%	-3.8%	-8.4%
CN(C(=O)Cc1ccc(Cl)c(Cl)c1)C(CN1CCCC1)c1cccc(OCC(=O)O)c1 (centres undefined)
    -5.7%	nt	5.3%	nt	2.0%[46.1 µM]	0.5%[46.1 µM]	9.4%	2.4%	-11.4%	nt
COc1ccc(-c2nn(CCC#N)cc2C(=O)NCc2ccccc2)cc1[N+](=O)[O-]
    8.1%	-1.5%	-2.1%	?	-0.1%	3.7%	1.9%	10.7%	-12.0%	17.1%
Cc1ccc(Cn2nnnc2CN2CCC(n3nnc4cc(C)ccc43)CC2)cc1
    -7.1%	-12.6%	-40.9%	-1.7%	0.9%	-1.4%	8.1%	-5.4%	7.4%	16.5%
CCN1CCN(Cc2ccc(NC(=O)c3cc(NC(=O)c4cncc(-c5cccs5)c4)cc(OC)c3)cc2C(F)(F)F)CC1
    -15.0%	?	-78.8%&-60.6%	-0.3%	-1.3%	-1.9%	?	nt	42.2%[activator]	?
CN1CCc2cc3c(c4c2C1Cc1ccccc1-4)OCO3 (centres undefined)
    -5.6%	7.1%	30.4%	?	8.8%	6.31µM*	-1.1%	nt	2.6%	?

Following part.
Below each SMILES – ELG1 genotoxic	VP16 counter	BRCA1 expr act	MBNL1-CUG inh	NPC1 promoter act	Rab9 promoter act	FLuc modulator	p53 reactivation	uPA surface inh	RORgamma inh
COc1ccc(C2SCC(=O)Nc3c2c(=O)[nH]n3C2CCCCCC2)cc1 (centres undefined)
    -8.3%	3.9%	0.6%	-4.3%	-2.2%	-7.4%	-3.0%	-6.6%	0.2%	-2.2%
CCOc1ccc(NC(=O)N2C[C@H]3C[C@@H](C2)c2cccc(=O)n2C3)cc1
    0.8%	0.6%	-8.4%	-3.2%	0.7%	15.1%	0.0%	nt	-0.8%	-26.5%
Cc1ccc2nc3c(cc2c1)CC1(C(=O)N(C)C(=O)N(C)C1=O)C1CCCCN31 (centres undefined)
    ?	?	78.4%	-3.7%	?	27.1%	5.36µM*	23.5%	-7.1%	?
CC(=O)Oc1ccccc1C(=O)Nc1ncc([N+](=O)[O-])s1
    nt	?	nt	?	0.501µM*	?	6.75µM*	nt	nt	?
COC(=O)C1=C(c2ccc(F)cc2OCc2ccccc2)C[C@@H]2CC[C@H]1N2C(=O)NCc1ccc(F)cc1
    -5.3%	nt	-22.0%	nt	-6.9%	1.5%	2.0%	3.1%	-23.5%	nt
Cc1ccc(N)c(C(=O)c2ccccc2)c1
    0.4%	0.4%	19.8%	5.3%	-4.7%	1.1%	0.9%	0.7%	-4.7%	-23.1%
Cc1ccc(NN=C2C(=O)OC(C)(C)OC2=O)c(C)c1
    ?	-21.3%	?	?	?	?	9.53µM*	?	-0.2%	2.3%
Cc1cccc(N2C(=O)/C(=C/c3ccc(CN(CCC#N)S(C)(=O)=O)o3)C(=O)NC2=S)c1
    -1.4%	-1.1%	-9.0%	9.4%	1.2%	2.8%	2.9%[2.3 µM]	11.1%	-6.4%	-18.6%
COc1ccc2[nH]c3c(c2c1)CCN[C@H]3C
    -3.7%	-5.5%	-19.2%	-2.4%	2.3%	-3.7%	-0.3%	-2.4%	3.4%	-22.3%
CCCCCCCCCCCCCCCC[n+]1ccccc1
    nt	15.8µM*	-49.8%&-79.7%&-13.5%	nt	nt	nt	nt	nt	0.708µM*!	?
Cc1cccc(N=Nc2ccc(N(C)C)cc2)c1
    4.61µM*	12.6µM*	nt	10.1%	0.631µM*	1.26µM*	0.675µM*	?	-11.8%	7.94µM*
